# SKN-1 block = blocks SKN-1 activity in C. elegans; C. elegans VP596 Pgst-4::GFP/RFP ratio, acrylamide-induced, 24 h; inhibition, % at 21.8 µM; 360,000 compounds, 0.49% hits; AID 624304;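 active = interference check ratio from 0.5 to 1.5 plus GFP to RFP signal ratio inhibition reaching or exceeding a fixed threshold, cut at about 30% in these data, passing the limit was not always enough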; note: some compounds called inactive have numbers as strong as hits
# FAS TE block = blocks the thioesterase domain of human fatty acid synthase | P49327 | recombinant FAS-TE, OMFH fluorogenic substrate, fluorescence endpoint | inhibition, % at 15 µM | 360,000 compounds, 0.67% hits;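 active = compounds whose normalised, plate-corrected inhibition of enzyme fluorescence in the single-dose primary screen is 50% or more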;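 note: 0% = DMSO with enzyme and 100% = substrate without enzyme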
# Neddyl block = cullin neddylation inhibition; P61081+Q13564; TR-FRET cullin neddylation, biochemical; calls only at 25 µM; 360,000 compounds, 0.58% hits; in the data active = inhibition above about 36%
# MT1-MMP act inh = MT1-MMP (human) activation inhibition; GFP/RFP ratio change, % at 20 µM; AID 651647; HT1080 RFP-PRO-GFP cells, GFP/RFP ratio fluorescence, overnight; percent of plate control window, DMSO zero; 360,000 compounds, 0.061% hits;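 active = GFP/RFP ratio change of at least 30% with cell ATP level not reduced by more than half and red fluorescence within 50% of control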; note: strong numbers were not always called active
#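 Assay system – RFP-PRO-GFP reporter HT1080 cells · Compound dosing – single dose of 20 µM compound, 1% DMSO final · Incubation – overnight compound exposure at 37 °C · Measure – GFP/RFP fluorescence ratio · Benchmarks – DMSO wells and RFP-L50D-GFP cells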
# Rin1-Abl PPI inh = human Rin1-Abl interaction inhibition | TR-FRET Rin1/Abl binding, biochemical | inhibition, % at 7.35 µM | 360,000 compounds, 0.4% hits; in the data active = inhibition above about 5%, passing the limit was not always enough
# MsrA act = activates bovine MsrA enzyme; purified bovine MsrA, absorbance read-out; activation, % at 10.6 µM; 360,000 compounds, 0.3% hits; AID 602163; in the data active = activation above about 7.5%;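 note: 0% = vehicle and 100% = reference activator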
# eLon inh = inhibits E. coli Lon protease. purified E. coli Lon protease, fluorescence polarization. inhibition, % at 7.94 µM. 360,000 compounds, 0.42% hits. AID 602123; in the data active = inhibition above about 13%, passing the limit was not always enough;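 note: 0% = enzyme with probe and DMSO and 100% = no enzyme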
# Target sequence (P0A9M0 whole entry, looked up): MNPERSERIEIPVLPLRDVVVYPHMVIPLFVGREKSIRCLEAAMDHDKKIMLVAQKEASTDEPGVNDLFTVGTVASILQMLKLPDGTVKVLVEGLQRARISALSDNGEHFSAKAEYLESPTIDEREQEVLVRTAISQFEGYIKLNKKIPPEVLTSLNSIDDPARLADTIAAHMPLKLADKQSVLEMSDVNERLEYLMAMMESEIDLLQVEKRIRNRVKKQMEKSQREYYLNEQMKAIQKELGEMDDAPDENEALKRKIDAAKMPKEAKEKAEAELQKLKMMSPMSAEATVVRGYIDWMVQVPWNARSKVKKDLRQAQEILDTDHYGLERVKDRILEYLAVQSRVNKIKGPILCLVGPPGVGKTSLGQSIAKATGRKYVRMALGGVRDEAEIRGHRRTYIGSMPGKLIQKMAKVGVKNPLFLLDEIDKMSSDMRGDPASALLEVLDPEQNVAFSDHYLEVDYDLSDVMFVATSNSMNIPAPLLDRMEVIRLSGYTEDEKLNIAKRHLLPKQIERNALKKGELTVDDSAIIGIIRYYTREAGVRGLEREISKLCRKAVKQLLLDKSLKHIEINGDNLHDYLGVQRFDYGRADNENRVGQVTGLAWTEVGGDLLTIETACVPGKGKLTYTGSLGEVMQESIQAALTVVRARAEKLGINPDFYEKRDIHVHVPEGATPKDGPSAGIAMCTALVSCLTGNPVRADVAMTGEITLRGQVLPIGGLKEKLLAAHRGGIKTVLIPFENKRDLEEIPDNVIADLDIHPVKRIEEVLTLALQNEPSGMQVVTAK
# MsrA inh = inhibitors of bovine MsrA. inhibition, % at 15.5 µM. 360,000 compounds, 0.75% hits. purified bovine MsrA, absorbance read-out. AID 651718; in the data active = inhibition above about 4.5%;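 note: 0% = vehicle wells with enzyme and 100% = reference inhibitor wells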
# CendR NRP1 mod = NRP-1/CendR interaction modulation | inhibition, % at 25 µM | FAM-RPARPAR peptide binding to NRP-1, fluorescence polarization | 360,000 compounds, 0.85% hits | O14786;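 active = inhibition or corrected inhibition above about 18%, plus a signal ratio from 0.5 to 1.5, limit read from the data, passing the limit was not always enough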; note: strong numbers were not always called active
# Numbers without * were called inactive; i = inactive; nt = no result given.
SMILES,SKN-1 block,FAS TE block,Neddyl block,MT1-MMP act inh,Rin1-Abl PPI inh,MsrA act,eLon inh,MsrA inh,CendR NRP1 mod
Cc1ccc(C)c(NC(=O)CCn2cnnn2)c1,4.2,-12.4,i,-0.5,5.9,-5.3,-11.1,-0.1,2.9
Cc1ccc(N(Cc2ccccc2)C(=O)CSC(C)C(=O)Nc2cc(C)on2)cc1 (configuration not stated),-8.9,1.7,i,0.7,-5.3,-3.9,-8.2,0.9,8.6
COC(=O)c1ccccc1NC(=O)C1CCCN(S(=O)(=O)c2ccc(OC)cc2)C1 (configuration not stated),9.1,17.2,i,-4.0,-0.2,-3.8,-6.9,0.2,3.5
COc1ccccc1-c1cnc(C(O)c2cccc(CN3CCCCC3)c2)[nH]1 (configuration not stated),19.0,-8.3,i,4.3,1.4,-1.2,-5.1,0.0,-1.3
O=C(c1cc(COc2ccc(F)cc2Cl)on1)N1CCC(OCc2cccnc2)CC1,-3.1,-2.1,i,7.1,-0.8,-0.6,-8.7,1.9,4.5
COc1ccc(C2/C=C\CN(Cc3ccncc3)CC(=O)N2Cc2ccc(F)cc2)cc1 (configuration not stated),-7.3,7.8,i,-7.3,0.5,-6.0,-0.8,0.8,11.0
CC1CCCC(C)N1C(=O)COC(=O)COc1ccccc1C#N (configuration not stated),-17.6,-7.2,i,3.5,-0.3,0.8,-4.1,-1.0,-6.2
COc1ccc(O)c(C(=O)c2cnc3onc(C)c3c2)c1,-4.2,4.9,i,-0.9,3.8,1.1,1.0,0.7,-5.8
O=C(CCSCc1cccc(Cl)c1)NCCC1=CCCCC1,3.4,30.8,i,5.1,-2.3,-1.6,10.6,-0.1,-3.8
O=C(Nc1ccc(F)cc1)c1ccc(COc2ccccc2)cc1,7.9,5.6,i,1.1,-2.1,-4.6,-6.0,-1.5,-3.0
CC12C=CC(=O)C=C1CCC1C2C(=O)C[C@@]2(C)C1CCC2(O)C(=O)CO (some centres not stated),-2.2,-4.5,i,0.9,-1.8,-1.1,3.6,-0.2,-11.7
CN(C)C(=O)CSc1nc(SCC(=O)N(C)C)n(-c2ccccc2)n1,6.4,-8.5,i,0.3,2.2,-3.0,-2.2,0.3,-2.3
Cc1ccc(C(=O)CCC2CCCC2=O)cc1 (configuration not stated),1.2,-6.5,i,2.4,-1.1,-0.6,2.0,0.1,4.0
COc1cccc(CNC(=O)Cn2c(=O)oc3cc(S(=O)(=O)N4CCCCC4)ccc32)c1,-2.7,-4.7,i,0.1,-5.1,-1.6,-3.0,1.4,1.7
COc1ccc(C(=O)N2CCCCC2c2cc(C(=O)Nc3ccc(F)c(Cl)c3)no2)cc1 (configuration not stated),7.9,26.8,i,-1.7,0.8,0.7,3.9,-0.9,-1.3
COc1ccccc1NC(=O)/C=C/c1cc([N+](=O)[O-])ccc1OC(F)F,3.6,4.4,i,-1.6,-2.4,-1.7,0.0,0.2,2.9
CSCCC(NS(=O)(=O)c1c(Cl)cccc1Cl)C(=O)O (configuration not stated),-9.2,-6.0,i,-1.5,0.6,-3.8,7.8,0.9,2.8
N#CCc1ccc(NC(=O)CSc2nnc(C3CC3)n2C2CC2)cc1,-12.6,-6.3,i,1.7,1.6,-1.1,2.6,-0.6,14.9
COc1cc(OC)c(NC(=O)CCc2nc(-c3ccc(C)cc3)no2)cc1Cl,-20.4,47.0,i,0.0,0.3,-10.2,-1.5,-1.3,-0.7
O=C(O)c1cccc(-c2ccc(/C=c3/sc4nc5ccccc5n4c3=O)o2)c1,8.5,10.6,i,-41.4,-0.8,-1.3,-30.3,-0.4,-248.8
COc1ccc(S(=O)(=O)Nc2cccnc2)c(Cl)c1Cl,0.0,-7.3,i,-14.2,-1.8,-3.5,-6.3,-0.8,-15.7
COCCN(Cc1nc(C(c2ccccc2)c2ccccc2)no1)C(C)C,21.8,7.9,i,-2.2,-1.0,-2.2,4.7,-0.6,-1.3
CCCn1c(SCc2ccon2)nc2ccccc2c1=O,3.8,4.3,i,-4.0,-2.4,-1.8,0.8,0.1,13.8
O=C(CCCN1C(=O)NC2(CCCC2)C1=O)Nc1cccc(S(=O)(=O)N2CCOCC2)c1,12.3,-3.9,i,3.0,-2.3,-8.6,5.9,-1.1,1.1
Cc1cc2nc(C)n(CCCN)c2cc1C,-37.6,-8.6,i,4.1,-1.4,-3.5,0.0,0.4,-9.3
COc1cc(/C=N/NC(=O)CSc2cc(C)c(Br)cc2C)ccc1O,0.8,13.9,i,3.3,1.8,-4.4,-3.4,0.6,1.4
CCCS(=O)(=O)NC(=O)C1(C)CCN(C(=O)c2ccc3ccccc3n2)C1 (configuration not stated),3.0,-9.5,i,-1.5,-1.3,-7.8,-2.9,nt,0.0
COc1ccc(CCNC(=O)Nc2ccc(F)cc2F)cc1OC,-5.0,-2.1,i,5.0,1.8,-3.4,-4.4,-0.9,1.3
Cc1ccc(-c2csc3ncnc(Oc4cccc5ccc(C)nc45)c23)cc1,4.9,25.2,i,-14.3,3.1,-2.6,1.5,1.2,4.7
COc1ccc(C2=NOC(C(=O)N3CCN(c4ccccc4OC)CC3)C2)cc1 (configuration not stated),1.9,-0.2,i,1.1,0.4,-1.5,-12.3,-0.1,3.8
CCCN1CCc2c(sc(NC(=O)CCS(=O)(=O)c3ccccc3)c2C(N)=O)C1,-11.0,-2.5,i,0.2,2.7,-9.4,-21.4,-0.1,6.6
CCCOc1ccc(Cn2c(C)nc([N+](=O)[O-])c2SCC(O)COC)cc1[N+](=O)[O-] (configuration not stated),1.3,-12.6,i,1.6,-2.0,-11.9,-1.8,0.7,-4.7
CC(C)OC(=O)NCCOC(=O)Nc1ccccc1Cl,-1.0,-1.5,i,0.1,-1.2,-1.9,-6.7,0.2,1.4
COc1ccc2c(c1)c(C(=O)CN1CCN(Cc3ccccc3)CC1)c(C)n2C,2.4,2.5,i,0.4,2.1,-12.6,10.1,0.3,-9.0
CCOc1ccc(/C=C/C(=O)NCCc2ccc(OC)c(OC)c2)cc1,3.6,-8.9,i,-0.3,3.6,-7.8,3.4,0.0,6.3
CCOc1ccc(NC(=O)Cn2cc(C(=O)C3CC3)c3ccccc32)cc1,18.1,-3.4,i,-0.4,0.5,-2.1,-5.8,1.7,6.8
COc1cccc(CN(C)C(=O)c2ccc(OCC(=O)Nc3cccc(C(F)(F)F)c3)c(OC)c2)c1,-4.6,17.8,i,11.6,-2.1,1.3,-4.5,-0.2,10.6
CCCCN(C)CCNC(=O)c1cc2cc3ccc(OC)cc3nc2o1,13.1,-2.9,nt,4.6,-4.6,-2.5,-5.5,4.1,21.1*
CCCCOc1ccc(C2(C(=O)O)CCCC2)cc1,10.4,-4.7,i,-2.8,-0.1,-0.7,5.5,0.4,3.6
O=C(N/N=C/c1ccccc1)c1ccc(-c2ccccc2)cc1,-8.4,-2.7,i,-1.1,3.0,-3.2,-15.7,-0.7,0.1
Cc1cccc(NC(=O)CSc2nnc(NC(=O)C3CCC3)s2)c1,10.3,-0.2,i,3.4,-0.7,-1.1,3.0,-0.7,-5.7
Cc1ncc([N+](=O)[O-])n1Cc1ccc(Cl)cc1,-8.8,1.0,i,2.1,-2.4,-3.8,-1.5,0.9,6.5
CCCCOC(=O)c1ccc(NC(=O)COC(=O)CN2C(=O)NC3(CCCC3)C2=O)cc1,1.7,5.1,i,-0.4,2.3,-0.7,-1.5,-1.4,9.0
COc1ccc(/C=C/c2nc3sc4c(c3c(=O)o2)CCC4)cc1,-2.6,-100.4,i,1.1,2.5,-0.6,-2.3,0.2,129.6
Nc1c(-c2ccc(Cl)cc2)cnn1-c1ccccc1,3.1,1.5,i,0.3,0.1,-0.6,1.0,-0.6,4.1
CCOC(=O)C1=C(CN2CCOCC2)NC(=O)NC1c1cc(C)ccc1C (configuration not stated),8.5,-3.5,i,-1.5,2.9,-3.8,-11.9,-0.3,2.9
O=C(Nc1ccc(Cc2ccc(NC(=O)Nc3cccnc3)cc2)cc1)Nc1cccnc1,2.8,-1.0,i,0.0,-2.3,-1.3,-13.8,0.5,4.7
C=CCC[C@H](Cc1ccc(F)cc1)C(=O)OC[C@@H](C)NC(=O)[C@@H](CC=C)CC(=O)N[C@H](CO)Cc1ccccc1,-12.2,16.7,i,-3.5,5.0,-5.1,5.2,-1.1,8.5
COCC1CCN(C(=O)c2cc(COc3ccc(OC)cc3Cl)on2)C1 (configuration not stated),-0.4,-3.5,i,3.6,0.0,0.5,-7.3,-0.8,-0.5
COC(=O)c1ccc(COc2ccc(C(C)(C)C)cc2)o1,0.9,19.5,i,3.5,3.7,-1.9,-3.4,0.3,-4.6
COc1ccc(/C=C/C2=NN(C)C(=O)CC2)cc1,10.3,-1.9,i,1.7,-0.2,-7.9,11.8,nt,-3.3
COC(=O)C1C2C=CC3(CN(Cc4ccco4)C(=O)C13)O2 (configuration not stated),6.3,-8.7,i,8.2,0.3,-6.5,-0.6,-1.3,-1.7
Cc1ccc(C(=O)Nc2ccc(S(=O)(=O)N3CCc4ccccc43)cc2)o1,11.8,21.9,i,-2.8,2.3,-3.1,-8.4,1.8,2.2
CCC1(c2ccc(F)cc2)NC(=O)N(CC(=O)c2ccc[nH]2)C1=O (configuration not stated),-9.1,-3.0,i,0.4,0.2,-0.4,0.1,0.5,-18.1
COC(=O)[C@]1(C)N[C@H](CN(C)C(=O)Nc2ccccc2)[C@@H]2C(=O)N(C)C(=O)[C@@H]21,14.6,-15.3,i,0.8,-1.3,0.6,-10.9,2.5,7.2
CC(C1CC1)N(Cc1ccccc1)C(=S)Nc1ccccc1Cl (configuration not stated),-9.6,22.0,i,0.3,1.1,-0.4,-5.1,0.5,18.5

# 10 entries out of the list, arranged by number of heavy atoms, rising.
SMILES,SKN-1 block,FAS TE block,Neddyl block,MT1-MMP act inh,Rin1-Abl PPI inh,MsrA act,eLon inh,MsrA inh,CendR NRP1 mod
COc1ccc(/C=C/C2=NN(C)C(=O)CC2)cc1,10.3,-1.9,i,1.7,-0.2,-7.9,11.8,nt,-3.3
Nc1c(-c2ccc(Cl)cc2)cnn1-c1ccccc1,3.1,1.5,i,0.3,0.1,-0.6,1.0,-0.6,4.1
COC(=O)C1C2C=CC3(CN(Cc4ccco4)C(=O)C13)O2 (configuration not stated),6.3,-8.7,i,8.2,0.3,-6.5,-0.6,-1.3,-1.7
CC(C1CC1)N(Cc1ccccc1)C(=S)Nc1ccccc1Cl (configuration not stated),-9.6,22.0,i,0.3,1.1,-0.4,-5.1,0.5,18.5
CCC1(c2ccc(F)cc2)NC(=O)N(CC(=O)c2ccc[nH]2)C1=O (configuration not stated),-9.1,-3.0,i,0.4,0.2,-0.4,0.1,0.5,-18.1
COCC1CCN(C(=O)c2cc(COc3ccc(OC)cc3Cl)on2)C1 (configuration not stated),-0.4,-3.5,i,3.6,0.0,0.5,-7.3,-0.8,-0.5
CCOC(=O)C1=C(CN2CCOCC2)NC(=O)NC1c1cc(C)ccc1C (configuration not stated),8.5,-3.5,i,-1.5,2.9,-3.8,-11.9,-0.3,2.9
COC(=O)[C@]1(C)N[C@H](CN(C)C(=O)Nc2ccccc2)[C@@H]2C(=O)N(C)C(=O)[C@@H]21,14.6,-15.3,i,0.8,-1.3,0.6,-10.9,2.5,7.2
O=C(Nc1ccc(Cc2ccc(NC(=O)Nc3cccnc3)cc2)cc1)Nc1cccnc1,2.8,-1.0,i,0.0,-2.3,-1.3,-13.8,0.5,4.7
C=CCC[C@H](Cc1ccc(F)cc1)C(=O)OC[C@@H](C)NC(=O)[C@@H](CC=C)CC(=O)N[C@H](CO)Cc1ccccc1,-12.2,16.7,i,-3.5,5.0,-5.1,5.2,-1.1,8.5

# Bioassay records as filed in PubChem BioAssay.

# Compounds were not picked by outcome, and some 4.2% of all compounds hit somewhere here.
